# Source: PubChem (several laboratories)
# PolyA inhibitor: polyadenylation inhibitors in yeast reporter cells, primary screen, luminescence, S. cerevisiae; S. cerevisiae SKY197-pL101 polyadenylation reporter, beta-gal luminescence; efflux-impaired pdr1/pdr3 knockout yeast; score 100 = 6 SD above DMSO; calls only at 12 µM; hit rate 0.02% among 300,000;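 active = lowest replicate activity score at least 50, where 100 means six control SD above control mean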;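 note: yeast exposed to compound for 9 h at 30 °C; higher score means more reporter readthrough which indicates perturbed polyadenylation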
# HDAC3 inh: HDAC3 deacetylase inhibitors, primary screen, biochemical, fluorescence, cell-free homogeneous | Histone deacetylase 3 (Homo sapiens), O15379 | recombinant HDAC3, fluorogenic peptide/trypsin coupled | inhibition, % at 8.3 µM | hit rate 0.15% among 320,000 | AID 2718, 2010; in the data active = inhibition above about 26%, passing the limit was not always enough
# KCNQ1 inh: inhibitors of human KCNQ1 channel, primary screen, cell-based, thallium flux, high-throughput; AID 2642, 2010; B-score at 10 µM; CHO-K1 KCNQ1, FluxOR thallium flux fluorescence; active compounds read high; hit rate 1.3% among 310,000; Potassium voltage-gated channel subfamily KQT member 1 (Homo sapiens), P51787;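 active = compounds whose thallium flux B-score, printed positive for inhibition, exceeds three library SD while starting fluorescence stays within three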;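 note: channel opened by potassium depolarization with thallium stimulus after 20 min compound exposure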
# KCNQ1 pot: potentiators or activators of KCNQ1 channel, primary screen, cell-based, thallium flux, high-throughput; Potassium voltage-gated channel subfamily KQT member 1 (Homo sapiens), P51787; CHO-K1 KCNQ1, thallium flux FluxOR fluorescence; active compounds read high; B-score at 10 µM; hit rate 0.35% among 310,000;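 active = fluorescence ratio B-score, a plate-corrected score, at least three library SD, with initial intensity B-score within 5 SD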
#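 Assay system: CHO-K1 cells stably expressing KCNQ1. Medium: assay buffer for compound exposure, DMSO matched across wells. Timing: 37 °C overnight plating, 90-min dark dye load, 20-min compound pretreatment. Signal: kinetic FluxOR fluorescence, 10 s baseline plus 110 s post-stimulus.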
# KCNK9 block: KCNK9 potassium channel inhibitors, primary screen, HEK293 cells, thallium flux. AID 488922, 2010. Potassium channel subfamily K member 9 (Homo sapiens), Q9NPC2. B-score at 10 µM. hit rate 1.2% among 310,000. FluxOR thallium flux fluorescence; active compounds read low;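 active = ratio B-score over 3 SD below the library mean, with starting fluorescence within 5 SD of its mean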;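 note: negative B-score means less thallium flux so channel inhibition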
# KCNK3 inh: human KCNK3 channel inhibitors, primary screen, CHO cells, FluxOR thallium flux, B-score; FluxOR fluorescence; active compounds read low; B-score at 10 µM; hit rate 0.84% among 340,000; AID 602410, 2012;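 active = B-score under library mean minus 4 SD, starting fluorescence ratio at most library mean plus 5 SD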;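 note: more negative B-score means stronger inhibition of thallium flux through KCNK3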
# hERG rescue: hERG rescue from dofetilide block, primary screen, cell-based, CHO-hERG, FluxOR thallium flux, dofetilide IC70 | Voltage-gated inwardly rectifying potassium channel KCNH2 (Homo sapiens), Q12809 | dofetilide IC70 present | activation (rescue from dofetilide block), less the hit threshold, % at 10 µM | hit rate 0.51% among 310,000 | AID 1511, 2009;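 active = activation above the mean of controls blocked by dofetilide plus 5 SD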;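 note: thallium influx through hERG after potassium depolarization seen as dye fluorescence rise; in these data hits start at about 4.7%; inactives centre near -7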
# Target sequence (Q12809 whole entry, looked up): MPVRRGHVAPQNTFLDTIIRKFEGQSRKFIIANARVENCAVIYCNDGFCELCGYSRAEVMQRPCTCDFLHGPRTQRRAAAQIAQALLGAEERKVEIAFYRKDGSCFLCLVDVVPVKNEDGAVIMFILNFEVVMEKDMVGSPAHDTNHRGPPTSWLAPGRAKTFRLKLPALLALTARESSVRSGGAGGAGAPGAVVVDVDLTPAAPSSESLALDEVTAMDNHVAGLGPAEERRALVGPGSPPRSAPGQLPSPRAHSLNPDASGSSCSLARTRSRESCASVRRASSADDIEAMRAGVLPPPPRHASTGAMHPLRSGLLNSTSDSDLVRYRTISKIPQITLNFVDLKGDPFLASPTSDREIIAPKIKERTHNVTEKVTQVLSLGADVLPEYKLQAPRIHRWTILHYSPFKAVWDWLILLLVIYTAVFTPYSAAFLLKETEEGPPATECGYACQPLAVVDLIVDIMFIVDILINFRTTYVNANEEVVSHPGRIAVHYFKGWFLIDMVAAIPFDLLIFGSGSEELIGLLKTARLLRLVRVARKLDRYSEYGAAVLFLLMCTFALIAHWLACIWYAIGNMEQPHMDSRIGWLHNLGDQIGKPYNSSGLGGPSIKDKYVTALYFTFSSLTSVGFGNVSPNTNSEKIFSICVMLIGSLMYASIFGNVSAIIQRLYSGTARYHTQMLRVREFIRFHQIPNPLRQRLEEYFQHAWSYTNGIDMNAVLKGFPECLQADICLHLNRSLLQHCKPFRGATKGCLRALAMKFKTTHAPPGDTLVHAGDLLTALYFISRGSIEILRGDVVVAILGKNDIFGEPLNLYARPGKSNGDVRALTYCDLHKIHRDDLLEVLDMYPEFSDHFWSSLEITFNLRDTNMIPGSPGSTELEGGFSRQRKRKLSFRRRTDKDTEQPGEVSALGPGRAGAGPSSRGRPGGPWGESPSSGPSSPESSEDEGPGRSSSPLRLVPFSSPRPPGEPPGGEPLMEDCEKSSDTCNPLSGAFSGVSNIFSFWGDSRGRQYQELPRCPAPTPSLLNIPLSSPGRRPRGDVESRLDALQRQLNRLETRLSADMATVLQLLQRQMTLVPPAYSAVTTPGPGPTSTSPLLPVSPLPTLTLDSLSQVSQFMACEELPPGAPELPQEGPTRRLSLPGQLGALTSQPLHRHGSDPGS
# GSK3B inh: human GSK3beta kinase inhibitors, primary screen, biochemical, cell-free homogeneous, HTS. Glycogen synthase kinase-3 beta (Homo sapiens), P49841. GST-GSK3beta kinase, ADP-Glo luminescence, 60 min; active compounds read low. activity score (negative = inhibition), % at 10 µM. hit rate 0.038% among 300,000;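 active = more than half of replicate wells score below -50%, meaning over 50% inhibition versus plate controls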;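 note: 0% = median DMSO wells and -100% = median GW8510 positive control wells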
#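 Test system: GST-tagged human GSK3beta kinase, cell-free; evaluation: activity score scaled between in-plate DMSO and GW8510 controls; measured by: ADP-Glo luminescence; incubation: 60 min reaction, RT; benchmarks: DMSO and 20 µM GW8510; reagent: peptide substrate plus 25 µM ATP (final); medium: Tris/MgCl2 kinase buffer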
# DYRK1A inh: rat Dyrk1A kinase inhibitors, primary screen, biochemical, single point, plate reader. inhibition, % at 12.5 µM. Dual specificity tyrosine-phosphorylation-regulated kinase 1A (Rattus norvegicus), Q63470. ADP-Glo luminescence, NFATc1 peptide. hit rate 0.43% among 310,000; in the data active = inhibition above about 50%;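 note: plate controls were vehicle with enzyme for no effect and no enzyme for full effect; many of its hits are not listed in these tables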
# RGS4 pot: RGS4 potentiators or activators, primary screen, cell-based, HEK293 M3R inducible RGS4, calcium flux; hit rate 0.92% among 310,000; B-score at 10 µM; carbachol calcium flux Fluo4; active compounds read low;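 active = B-score of the integrated calcium signal more than 4 SD below the library mean, with starting fluorescence not abnormally high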;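 note: negative B-score means reduced calcium response which marks RGS4 activation or potentiation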
#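 Reagent: ECmax carbachol challenge; Test system: M3R-expressing HEK293 line, RGS4 induced by doxycycline; Schedule: overnight RGS4 induction, 30 min dye load 37 °C, 20 min compound RT; Detection: calcium dye Fluo4 fluorescence; Read-out: Agonist-evoked peak-minus-minimum fluorescence over baseline, integrated ratio, B score.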
# GSK3A inh: blockers of GSK3A enzyme activity – biochemical, luminescence, cell-free homogeneous, HTS, primary screen; inhibition, % at 10 µM; Glycogen synthase kinase-3 alpha (Homo sapiens), P49840; GSK-3 alpha kinase, ADP-Glo luminescence, 60 min; hit rate 0.1% among 320,000;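 in the data active = inhibition above about 50%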;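 note: GST-tagged GSK-3 alpha with peptide substrate and 25 µM ATP; 0% = DMSO neutral wells and 100% = GW8510 positive control wells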
# The depositor's hits bear a star; i = inactive; · = no result given; & = joins results of further samples.
SMILES | PolyA inhibitor | HDAC3 inh | KCNQ1 inh | KCNQ1 pot | KCNK9 block | KCNK3 inh | hERG rescue | GSK3B inh | DYRK1A inh | RGS4 pot | GSK3A inh
Cc1c(NC(=S)NC(=O)COc2ccccc2)c(=O)n(-c2ccccc2)n1C | i | -3 | i | i | i | i | -5 | 0 | -3 | i | -1
O=C(Cn1cnc2c(nc3n2CCCCC3)c1=O)Nc1cccc(C(F)(F)F)c1 | i | -3 | i | i | i | i | -9 | -3 | 1 | i | -1
CCn1ncc(Br)c1C(=O)Nc1ccc(OC(F)(F)F)cc1 | i | 9 | i | i | i | i | -5 | 0 | 6 | i | -3
CCNC(=O)Nc1cc2nc(C)n(Cc3ccc(Br)cc3)c2nc1C | i | -5 | i | i | i | i | -13 | 1 | 4 | i | 0
CC1CCCCN1Cc1ccc(N)cc1 (centres undefined) | i | -1 | i | i | i | i | -5 | -2 | -2 | i | -1
COCCNC(=O)c1ccc(N(C)S(=O)(=O)c2ccc(OC)c(OC)c2)cc1 | i | 5 | i | i | i | i | -3 | 1 | -1 | i | 0
CCOc1ccccc1N=C1NC(=O)CS1 | i | 3 | i | i | i | i | -2 | -3 | 3 | i | -1
Cc1ccccc1C(=O)c1cccn1CC(=O)NCc1ccccc1Cl | i | -2 | i | i | i | i | -5 | -3 | 0 | i | 0
CCC(OC(=O)c1nsc(Cl)c1Cl)C(=O)NC(C)(C)CC (centres undefined) | i | 9 | i | i | i | i | -8 | -1 | -6 | i | 0
COC(=O)CCC(=O)Nc1ccc(S(=O)(=O)N2CCCCCC2)cc1 | i | -2 | i | i | i | i | -7 | 5 | 6 | i | ·
Cc1cc(C)c2[nH]c(=O)c(C(c3nnnn3CC3CCCO3)N3CCC(C)CC3)cc2c1 (centres undefined) | i | 1 | i | i | i | i | -18 | 2 | -1 | i | 3
O=C(Cc1cccs1)N1CCCC(c2nc(-c3ccc(S(=O)(=O)N4CCCC4)cc3)no2)C1 (centres undefined) | i | -3 | i | i | i | i | -3 | -5 | -6 | i | 0
CCC(=O)N1CCc2cc(S(=O)(=O)CCC(=O)N3CCN(c4ccc(F)cc4)CC3)ccc21 | i | 2 | i | i | i | i | -4 | -4 | · | i | -7
COC(=O)C1=C(NC(=O)c2ccc(C)c(C)c2)CCS1 | i | 3 | i | i | i | i | -8 | 4 | 0 | i | -1
COc1ccccc1C(CNC(=O)C(C)Oc1ccc(Br)cc1)N1CCCC1 (centres undefined) | i | -3 | i | i | i | i | -8 | -2 | -1 | i | 1
Cn1c(=O)[nH]c(=O)c2c1nc(CN1CCN(c3ccc(F)cc3)CC1)n2CCCc1ccccc1 | i | -6 | i | i | i | i | -7 | 1 | 3 | i | 1
Clc1ccc2nsnc2c1NC1=NCCN1 | i | -7&2 | i | i | i | i | -2 | 1 | -9&1 | i | -4&-1
O=C1OCCC1Sc1nnc(-c2ccc3c(c2)OCO3)n1-c1ccccc1 (centres undefined) | i | 10 | i | i | i | i | -5 | 5 | 7 | i | 6
CN(CC(=O)Nc1cccc(F)c1)C(=O)C1CC(=O)N(CCc2ccccc2)C1 (centres undefined) | i | -1 | i | i | i | i | -14 | -2 | 5 | i | -1
Cc1ccc(C)c(COC(=O)c2cc(S(=O)(=O)N3CCCCC3)ccc2N2CCOCC2)c1 | i | 0 | i | i | i | i | -20 | 2 | 8 | i | 2
CCOc1ccc(N(CC(=O)NCCCOC)S(C)(=O)=O)cc1 | i | 5 | i | i | i | i | -4 | 0 | 4 | i | ·
CCN(CC)c1ncc(C#N)c(N)n1 | i | -2 | i | i | i | i | -5 | 0 | · | i | 0
O=c1oc2ccccc2c(Nc2ccc3ncccc3c2)c1[N+](=O)[O-] | i | 3 | i | i | i | i | -7 | -12 | 2 | i | 0
O=C(NC1CCCN(Cc2ccccc2F)C1)c1cccc(N2CCCC2=O)c1 (centres undefined) | i | -2 | i | i | i | i | -7 | 1 | 2 | i | -1
O=C(NCCc1ccc(Cl)cc1)C1(c2ccccc2)CC1 | i | 2 | i | i | i | i | -11 | 5 | 1 | i | 2
CC(=O)N1c2ccc(S(=O)(=O)N3CCC(C(=O)NCc4ccc(C)cc4)CC3)cc2CC1C (centres undefined) | i | 0 | i | i | i | i | -5 | 1 | -2 | i | 5
O=C(COc1ccccc1)NC1=NCCS1 | i | 1 | i | i | i | i | -2 | 2 | -5 | i | -1
O=C(Cc1ccccc1F)Nc1ccc(S(=O)(=O)N2CCCCC2)cc1 | i | 6 | i | i | i | i | -12 | 2 | -3 | i | -1
O=C(CCc1ccccc1)NNC(=O)c1cccc(F)c1 | i | 3 | i | i | i | i | -12 | -1 | 1 | i | -1
CC(CC1C(C#N)=C(N)SC(N)=C1C#N)c1ccccc1 (centres undefined) | i | 5 | 7* | i | i | i | -9 | 0 | 25 | i | 12
Cc1cc(C)nc(NS(=O)(=O)c2cccs2)c1 | i | -3 | i | i | i | i | -2 | 1 | 0 | i | -3
Cc1nc2ccc(C(=O)Nc3ccc(N(C)C)cc3)cc2s1 | i | -4 | i | i | i | i | -1 | 1 | -3 | i | 0
CC1CC(C)(C)N(C(=O)NC2CCCCC2)c2ccccc21 (centres undefined) | i | 1 | i | i | i | i | -3 | -1 | 6 | i | 0
Cn1ncc(Cl)c1C(=O)Nc1sc2c(c1C(N)=O)CCC2 | i | -1 | i | i | i | i | -11 | -1 | 24 | i | 20
CSc1ccccc1NC(=O)c1ccccc1N(Cc1ccccc1)S(C)(=O)=O | · | 6 | i | i | i | i | -12 | 0 | -2 | i | 0
CCN(CC)c1ccc(C(=O)Nn2c(C)nc3ccccc3c2=O)cc1 | i | 0 | i | i | i | i | -8 | 0 | -1 | i | -1
CCOc1cc(/C=C2/NC(=O)NC2=O)cc([N+](=O)[O-])c1O | i | 3 | i | i | i | i | -3 | -8 | 18 | i | 16
Cc1nc(NC(=O)CN(C)S(=O)(=O)c2ccc(Br)cc2)sc1C | i | 3 | i | i | i | i | -10 | -2 | 7 | i | -3
Cc1cc(=O)oc2ccc(OC(=O)CN3C(=O)c4cccc([N+](=O)[O-])c4C3=O)cc12 | i | -2 | i | i | i | i | 1 | 1 | 24 | i | 5
Cc1ccc(NC(=O)Nc2cnccn2)cc1Cl | i | 0 | i | i | i | i | -7 | 1 | -1 | i | 0
CCCCOCCCNC(=O)c1ccccc1OCC | i | -5 | i | i | i | i | -7 | 0 | 0 | i | -5
COc1cc(/C=N/n2cc(-c3ccccc3)[nH]c2=S)cc(OC)c1O | i | · | i | i | i | i | -15 | 3 | -10 | i | -1
CCC(C)[C@H](NC(=O)C1CCN(C(=O)[C@H](Cc2ccccc2)NS(=O)(=O)c2ccc(C)cc2)CC1)C(=O)O (some centres undefined) | i | -1 | i | i | i | i | 4 | 0 | -2 | i | -3
Cc1cc2ccccc2n1CCNC(=O)C(C)Oc1ccccc1 (centres undefined) | i | -2 | i | i | i | i | -12 | 2 | -1 | i | -2
CCCOc1ccccc1-n1sc2c(c1=S)-c1cc(OC)cc3c1N(C(=O)C3=O)C2(C)C | i | 13 | i | i | i | i | -24 | 2 | 4 | i | -2
COc1cccc(C(=O)COC(=O)CCC(=O)c2ccccc2)c1 | i | -3 | i | i | i | i | -10 | 2 | 0 | i | -1
COC(=O)c1sccc1NC(=O)CN1CCN(c2ccc(F)cc2)CC1 | i | 1 | i | i | i | i | -7 | -3 | 13 | i | 4
Cc1ccccc1OCC(=O)Nc1cccc(C(=O)O)c1 | i | · | i | i | i | i | 5.5* | 2 | 8 | i | ·
O=C(Nc1ccc(NC(=O)C2CC2)nc1)c1ccccn1 | i | -17 | i | i | i | i | -7 | -3 | 5 | i | 4
CC(=O)c1cccc(OCc2cc(C(=O)N(C)C(C)c3ccccn3)no2)c1 (centres undefined) | i | · | i | i | i | i | -3 | 0 | -1 | i | -1

# Next section, starting with the last two of the part before.
SMILES | PolyA inhibitor | HDAC3 inh | KCNQ1 inh | KCNQ1 pot | KCNK9 block | KCNK3 inh | hERG rescue | GSK3B inh | DYRK1A inh | RGS4 pot | GSK3A inh
O=C(Nc1ccc(NC(=O)C2CC2)nc1)c1ccccn1 | i | -17 | i | i | i | i | -7 | -3 | 5 | i | 4
CC(=O)c1cccc(OCc2cc(C(=O)N(C)C(C)c3ccccn3)no2)c1 (centres undefined) | i | · | i | i | i | i | -3 | 0 | -1 | i | -1
CCn1nc(C)c(CNC(=O)CC2C(=O)NCCN2CC(C)(C)C)c1C (centres undefined) | i | -7 | i | i | i | i | -6 | -1 | 2 | i | 2
Cc1[nH]c2ccccc2c1/C=N/Nc1ccccn1 | i | · | i | i | i | · | -9 | -1 | · | i | ·
CCOc1cccc(N2C(=O)CC(N(CCc3ccc(OC)c(OC)c3)C(=O)CC)C2=O)c1 (centres undefined) | i | 0 | i | i | i | i | -5 | 0 | -1 | i | -14
CN(C)CCN1C(=O)C(=O)/C(=C(/O)c2ccc(S(=O)(=O)N3CCOCC3)cc2)C1c1ccc(F)cc1 (centres undefined) | i | 3 | i | i | i | i | -9 | -1 | -7 | i | 0

# Of the compounds above, these contain a cyano group.
SMILES | PolyA inhibitor | HDAC3 inh | KCNQ1 inh | KCNQ1 pot | KCNK9 block | KCNK3 inh | hERG rescue | GSK3B inh | DYRK1A inh | RGS4 pot | GSK3A inh
CCN(CC)c1ncc(C#N)c(N)n1 | i | -2 | i | i | i | i | -5 | 0 | · | i | 0
CC(CC1C(C#N)=C(N)SC(N)=C1C#N)c1ccccc1 (centres undefined) | i | 5 | 7* | i | i | i | -9 | 0 | 25 | i | 12

# A portion of the library; count on the stated rates, not on these rows.
